Screening data as filed in PubChem BioAssay.
MC4R barr agon: human MC4R agonism via beta-arrestin. AID 540308. activation, % at 8.9 µM. 360,000 compounds, 0.98% hits. U2OS MC4R beta-arrestin complementation, luminescence; percent of melanotan II response, DMSO zero;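 active means activation above a per-plate cutoff, the mean activation of sample wells on that plate plus 3 SD, cut at about 8% in these data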
HTR2A ag: agonists of mouse serotonin 5-HT2A receptor (HTR2A). AID 624169. CHO-K1 mHTR2A beta-arrestin complementation, luminescence; percent of 30 µM serotonin response. activation, % at 7.6 µM. 360,000 compounds, 0.66% hits. P35363;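 active means activation above a run cutoff, the mean activation of all tested compounds plus 3 SD, cut at about 14% in these data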;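 further: 0% = plate median of compound wells and 100% = 30 µM serotonin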
MC4R antagonist: antagonists of human melanocortin 4 receptor (MC4R). inhibition, % at 6.5 µM. 360,000 compounds, 0.48% hits. MC4R-expressing cells, MTII-stimulated cAMP, LANCE TR-FRET;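 active means inhibition above its plate's cutoff, the mean of tested wells on that plate plus 3 SD, cut at about 29% in these data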;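 further: 0% = Melanotan II alone and 100% = Melanotan II plus saturating MCL0020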
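System: U2OS-MC4R stable cell line; Technique: Eu-cAMP/anti-cAMP TR-FRET, emission 671 nm; Repeats: single well per compound; Also added: Melanotan II; Dosing: one concentration, 6.5 µM nominal; Schedule: 30-min compound, 1-h challenge, 1-h detection, room temperature.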
SRC2 inh: inhibits human steroid receptor coactivator 2; inhibition, % at 9 µM; Q15596; 370,000 compounds, 0.17% hits; HEK293 GAL4-SRC2 luciferase reporter, luminescence;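 active means inhibition above the mean inhibition of all tested compounds plus 3 SD, set per campaign, cut at about 52% in these data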;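 further: 0% = DMSO treated cells and 100% = cells given Gossypol at 36 µM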
H9c2 protect: protects H9c2 cardiomyocytes from peroxide injury | H2O2 injury protection, ATPLite, 2 h | protection from H2O2 cell death, % at 20 µM | 360,000 compounds, 0.63% hits | AID 588492;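 active means compounds giving at least 50% protection of heart cells from peroxide-induced death in the single-dose screen, raw or plate-pattern-corrected value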;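 further: 0% = DMSO wells with peroxide and 100% = DMSO wells without peroxide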
N-glyco inh: N-linked glycosylation inhibition | D54 ERlucT glycosylation luciferase reporter, 24 h; percent of 100 nM tunicamycin response | reporter increase, % at 12.5 µM | 360,000 compounds, 0.23% hits | AID 588692;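 active means mean luciferase reporter signal, scaled so untreated is 0 and the glycosylation-blocking control 100, at or above a set limit in every replicate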;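 further: luciferase carries N-glycosylation sites so blocking glycosylation raises the light; 0% = median of neutral control wells and 100% = median of 100 nM tunicamycin wells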
TLR9-MyD88 inh: inhibitors of human TLR9-MyD88 binding | 340,000 compounds, 0.21% hits | CHO BLA complementation TLR9-MyD88, CCF4 FRET ratio | inhibition, % at 4.98 µM | Q9NR96+Q99836;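 active means inhibition above the mean over all tested compounds plus 3 SD, cut at about 21% in these data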;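 further: 0% = DMSO only wells and 100% = clavulanate BLA inhibitor control wells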
ABCB6 inh MLPCN: blocks the human ABCB6 transporter. fluorescence ratio to DMSO, % at 10 µM. K562-ABCB6 porphyrin accumulation, flow cytometry, 1 h; stronger effect = lower value. 360,000 compounds, 0.19% hits;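 active means fluorescence ratio to DMSO below 75%, the collection mean minus 3 SD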;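 further: signal is porphyrin accumulated inside mitochondria; 100% equals median channel fluorescence of DMSO control wells; lower ratio means ABCB6 inhibition with less porphyrin fluorescence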
Target sequence (Q9NP58 whole entry, looked up): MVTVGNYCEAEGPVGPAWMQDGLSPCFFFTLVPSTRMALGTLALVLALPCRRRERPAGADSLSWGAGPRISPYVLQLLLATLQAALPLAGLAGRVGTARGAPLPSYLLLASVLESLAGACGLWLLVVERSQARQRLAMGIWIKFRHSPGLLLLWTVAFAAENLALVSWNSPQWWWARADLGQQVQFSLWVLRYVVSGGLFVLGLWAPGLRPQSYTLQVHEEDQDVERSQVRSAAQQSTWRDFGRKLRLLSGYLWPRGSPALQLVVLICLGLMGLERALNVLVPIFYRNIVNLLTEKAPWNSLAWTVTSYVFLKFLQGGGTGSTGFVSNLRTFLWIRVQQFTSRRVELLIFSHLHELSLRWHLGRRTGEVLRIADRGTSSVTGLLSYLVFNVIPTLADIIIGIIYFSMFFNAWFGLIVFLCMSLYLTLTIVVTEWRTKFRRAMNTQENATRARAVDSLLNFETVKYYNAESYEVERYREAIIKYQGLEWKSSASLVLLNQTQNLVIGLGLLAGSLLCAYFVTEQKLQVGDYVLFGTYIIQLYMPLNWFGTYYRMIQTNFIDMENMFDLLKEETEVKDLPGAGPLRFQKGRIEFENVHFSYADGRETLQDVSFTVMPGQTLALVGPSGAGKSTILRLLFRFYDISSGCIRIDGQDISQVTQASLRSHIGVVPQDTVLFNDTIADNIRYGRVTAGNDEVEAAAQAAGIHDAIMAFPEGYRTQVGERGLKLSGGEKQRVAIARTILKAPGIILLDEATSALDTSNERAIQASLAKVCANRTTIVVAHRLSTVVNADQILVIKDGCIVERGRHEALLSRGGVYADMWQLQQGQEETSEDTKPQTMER
ABHD5-PLIN5 inh: inhibitors of human ABHD5-perilipin-5 interaction. Q00G26+Q8WTS1. Split G. princeps luciferase complementation, luminescence, 4 h. inhibition, % at 4 µM. 360,000 compounds, 0.78% hits;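 active means inhibition above the mean inhibition across every tested compound plus 3 SD, cut at about 22% in these data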;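 further: 0% = DMSO only wells and the 100% control is not disclosed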
NOD2-RIPK2 inh: NOD2-RIPK2 protein interaction inhibition; inhibition, % at 4.98 µM; 360,000 compounds, 0.38% hits; CHO BLA complementation NOD2-RIPK2, CCF4 ratio; O43353; in the data active means inhibition above about 21%;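 further: 0% = vehicle only and 100% = reference blocker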
Starred values were filed as active, the others as inactive; i = inactive; . = no result given. This is a subset; count on the stated rates, not on these rows.

SMILES	MC4R barr agon	HTR2A ag	MC4R antagonist	SRC2 inh	H9c2 protect	N-glyco inh	TLR9-MyD88 inh	ABCB6 inh MLPCN	ABHD5-PLIN5 inh	NOD2-RIPK2 inh
Cc1cc(N)n(Cc2cccs2)n1	-1.9	-10	21	-10	2	-1	-14	103	-8	-3
COc1ccc(CC(=O)Nc2ccccc2N2CCCC2)cc1OC	-4.2	2	-1	20	-8	-1	5	90	10	-4
COCCOC(=O)c1[nH]c2c(c1C)C(=O)CC(c1ccccc1)C2 (stereo not given)	0.4	2	-17	.	-8	18	-12	101	-7	8
OCC1(Cc2ccccc2F)CCCN(CC2CCCCC2)C1 (stereo not given)	1.0	1	11	10	-9	-2	-14	100	1	-5
O=C(O)c1ccc(NC(=S)NC(=O)c2ccc3ccccc3c2)cc1	-3.1	2	-1	-7	-2	3	-4	103	3	1
NC(=O)C1=C[C@@H](c2ccc(C(F)(F)F)cc2)C[C@@H](OCc2ccc(CO)cc2)O1	1.3	-1	9	-14	-3	3	7	98	1	-4
FC(F)(F)c1cccc(NC(=S)NCCc2ccccn2)c1	0.0	-5	9	-10	-7	-2	-1	100	-5	-5
CCOC(=O)c1c(N)sc(C(O)(C(F)(F)F)C(F)(F)F)c1-c1ccc(OC)cc1OC	-1.0	-1	5	4	1	0	-20	101	-8	-5
COC(=O)NNC(=O)C(c1ccccc1)c1ccccc1	1.5	5	-6	-38	-4	-1	-15	107	-3	-13
COc1cccc(CN(C(=O)/C=C/c2ccc(Cl)cc2)C2CCS(=O)(=O)C2)c1 (stereo not given)	-4.3	0	11	18	4	-1	1	96	-3	-7
CCN(CC)C(=O)CSc1nc(C)cc(C)n1	2.1	-1	-5	-8	-1	-1	.	98	-2	-12
CCN(CC(=O)NCc1cccs1)C(=O)c1ccc([N+](=O)[O-])o1	-2.8	-3	11	-44	6	4	2	101	7	-4
O=C(Nc1ccc2c(c1)OCCO2)C1c2ccccc2OCC(=O)N1Cc1ccc2c(c1)OCO2 (stereo not given)	.	-2	.	-20	.	.	.	96	0	-11
CC[n+]1ccccc1/C=C/c1ccc(N(C)C)cc1	-0.8	2	-26	19	-15	-5	-6	i	5	1
CCC1=NN(C(=O)c2ccc(Br)cc2)C(O)(c2ccc(C)cc2)C1 (stereo not given)	1.2	2	14	-35	6	1	-4	94	-6	-7
CC(=O)Nc1ccc(CNc2ncnc3ccc(-c4c(C)noc4C)cc23)cc1	-2.8	7	6	-86	-21	50*	-3	90	4	9
O=S(=O)(c1ccccc1)n1cc(-c2ccccn2)c(N2CCOCC2)n1	-2.5	0	5	0	-8	-3	4	99	2	3
OCCNc1nc(OCC(F)(F)F)nc(N2CCN(C34CC5CC(CC(C5)C3)C4)CC2)n1	.	.	.	16	8	5	-4	91	.	.
Cc1[nH]c2ccccc2c1C(=O)CSC(=S)N1CCN(C)CC1	-0.2	-3	-5	-16	1	2	6	96	7	7
Clc1ccc(-c2onc3c2CCCC3)cc1	-2.1	6	4	-56	-21	0	-4	96	-2	6

The closing two entries of the section before open the next one.
SMILES	MC4R barr agon	HTR2A ag	MC4R antagonist	SRC2 inh	H9c2 protect	N-glyco inh	TLR9-MyD88 inh	ABCB6 inh MLPCN	ABHD5-PLIN5 inh	NOD2-RIPK2 inh
Cc1[nH]c2ccccc2c1C(=O)CSC(=S)N1CCN(C)CC1	-0.2	-3	-5	-16	1	2	6	96	7	7
Clc1ccc(-c2onc3c2CCCC3)cc1	-2.1	6	4	-56	-21	0	-4	96	-2	6
N=c1sccn1CC(=O)Nc1ccccc1Oc1ccccc1	1.1	-3	-2	2	8	1	-5	89	5	10
CCc1ccccc1NC(=O)CSc1nc2n[nH]c(C)c2c(=N)n1-c1ccc(OC)cc1	1.0	-6	5	-35	7	10	-9	92	-2	-2
O=[N+]([O-])c1ccc(N2CCN(S(=O)(=O)c3ccc4ccccc4c3)CC2)cc1NCc1ccco1	0.5	-2	1	-14	1	0	1	87	-4	-5
Cc1cc(NCC2CCCCC2)nc2ccccc12	-0.7	-13	1	-10	-6	-4	10	163	-2	-10
COc1ccccc1N1CCN(C(=O)c2cc(-c3ccc(C)cc3)on2)CC1	1.6	2	6	18	-11	3	-2	98	5	-4
CCOc1ccc(NC(=O)CN(C)C(=O)c2cc(S(=O)(=O)N3CCCCC3)ccc2Cl)cc1OCC	-0.6	9	6	-10	-1	1	-2	90	2	-12
O=C(NNC(=O)c1cnccn1)c1ccc(Cl)c(Cl)c1	-2.6	-5	9	9	40	-3	-7	103	-3	-4
Cc1cccc2nc(COc3ccc4ccccc4c3Br)cn12	5.7	32*	2	-32	-7	-7	4	103	6	-15
Cc1ccc(N(C)S(=O)(=O)c2ccc(C)cc2)cc1	-1.2	-3	-3	-3	-4	0	6	92	-4	10
NC(=O)CN1C(=O)NC2(CCCc3sccc32)C1=O (stereo not given)	-0.8	-3	9	8	0	3	-4	102	1	-9
C[C@@H]1CCC2[C@](C)(CO)[C@@H](O)CC[C@]2(C)[C@@]12CC[C@@](CO)(CC(=O)O)O2 (stereo not given in full)	-1.4	-5	10	7	0	2	-7	100	4	-6
NC(=O)CSc1nnnn1CC(CC(=O)O)c1ccccc1 (stereo not given)	3.3	2	0	3	3	3	0	101	4	-4
O=C(Nc1ccccc1)Nc1nnc([C@@H]2C[C@H](O)[C@@H](CO)O2)s1	-2.8	-3	-2	-46	2	0	.	90	-11	-14
CN1C(=O)/C(=C/c2ccc(OCc3ccccc3F)cc2)NC1=S	20*	3	8	-10	-8	-4	-8	99	-2	9
COc1ccc(C2=CC(=O)C[C@H](c3ccc(F)cc3)C2)cc1OC	-1.1	-3	5	-23	3	-1	0	95	-4	1
CCN1C(=O)[C@@H]2Cc3c([nH]c4ccccc34)C(c3ccc(OC)cc3)N2C1=S (stereo not given in full)	-1.2	-3	20	.	-8	-13	-3	101	-4	2
CCOC(=O)c1c(C)nc2sc3c(=O)n(-c4ccc(C)cc4)cnc3c2c1-c1ccc(OC)cc1	-1.5	0	0	-9	-10	16	-2	94	2	-1
COc1ccc(CC(=O)N(Cc2ccccc2)c2ccc(C)cc2)cc1OC	-4.1	-5	11	-2	9	31*	2	84	2	0
CCOC(=O)CSc1nnc(-c2ccccc2NC(=O)c2ccccc2)o1	1.7	3	9	-4	9	2	5	95	8	2
COc1ccc(S(=O)(=O)n2nc(-c3cc(OC)c(OC)c(OC)c3)cc2N)cc1OC	-0.2	-6	11	-42	-2	4	-6	105	-1	-9
O=C(NNC(=S)Nc1ccc(F)cc1)[C@H]1C[C@@H]1c1ccccc1	-0.7	-2	14	-3	6	0	.	96	-6	1
O=C(NCC(c1ccco1)N1CCCCC1)c1ccc(S(=O)(=O)Nc2ccccc2)cc1 (stereo not given)	2.0	-13	3	-2	2	-2	0	97	-1	-7
CC(=O)C1(C)C(=O)N(c2ccc(C)cc2)C(=O)N1c1ccc(C)cc1 (stereo not given)	-1.9	-4	6	-13	4	0	2	87	4	8
Cc1nn(CC(O)c2ccccc2)c(C)c1Br (stereo not given)	-1.7	5	2	-5	-3	0	3	98	2	-5
C=CCn1c(COc2ccc(CC)cc2)nnc1SCC(=O)NC1CCS(=O)(=O)C1 (stereo not given)	0.0	-2	-3	7	3	0	7	101	5	-8
Cc1ccc(-n2ncc(C(=O)N3CCN(C(=O)c4ccco4)CC3)c2-n2cccc2)cc1	-0.4	6	6	-6	4	1	1	105	10	-4
COc1ccc(S(=O)(=O)N(C(=O)c2ccco2)c2cc3sc(=O)oc3c3ccccc23)cc1	6.6	7	-20	-17	-6	5	-12	97	97*	-21
O=C(N/N=C/c1c[nH]c2ccccc12)c1cc(-c2ccccc2)n[nH]1	-0.7	-1	-6	-43	11	-1	-8	102	-2	1
CC(=O)Nc1ccc(-c2nc(C)c(C(C)=O)n2O)cc1	0.2	2	-6	-17	2	-1	6	92	3	-17
Cc1cc(C)n(CCNC(=O)CC2C(=O)NCCN2Cc2ccc(C)o2)n1 (stereo not given)	-0.6	4	-2	-15	9	3	-10	100	5	2
Cc1cccc(NC(=O)COC(=O)CCc2ccccc2)c1C	-0.3	2	8	14	2	1	1	96	6	5
COCCN(C(=O)COC(=O)/C=C/c1ccc(C(F)(F)F)cc1)c1c(N)n(Cc2ccccc2)c(=O)[nH]c1=O	-2.1	-2	0	-2	-1	2	2	105	-10	1
CNc1nc(N/N=C/c2cc([N+](=O)[O-])ccc2F)nc(Nc2ccccc2)n1	-0.9	-1	47*	-17	1	0	1	94	-3	5
O=S(=O)(c1ccc(F)c(F)c1)N1CCN(S(=O)(=O)c2cccs2)CC1	-3.3	1	4	-24	6	1	-4	100	-4	-4
COc1ccccc1P(=O)(c1ccccc1)c1ccccc1NC(C)=O (stereo not given)	0.4	-5	2	0	3	3	3	100	3	-3
CC1CN(C(=O)CSc2ncnc3sccc23)CC(C)O1 (stereo not given)	2.5	0	8	10	2	0	-11	99	5	-3
CC1CN(c2ccc(C(F)(F)F)cc2[N+](=O)[O-])CCN1S(C)(=O)=O (stereo not given)	1.0	1	14	-13	-5	0	-16	101	4	-1
COc1cc(/C=N/NC(N)=S)cc(Br)c1OCc1ccccc1F	10*	0	13	23	-2	-5	0	103	-16	-1
COc1ccc(-c2ccc(-c3noc(-c4cccs4)n3)c(OC)n2)cc1	17*	3	-1	4	-20	1	0	104	-1	-5
CN=C1N(C)C[C@@H]2[C@@H]3C(=O)N(C)C(=O)[C@@H]3[C@](Cc3ccccc3)(C(=O)OC)N12	-0.7	4	11	.	0	2	-1	99	3	-1
OC1(c2cccc(C(F)(F)F)c2)CCN(Cc2nnnn2CCc2ccccc2)CC1	2.6	-6	5	-18	-9	1	4	98	3	11
CC1CN(C(=O)N2c3ccccc3Sc3ccccc32)CC(C)O1 (stereo not given)	2.0	-3	8	-2	1	0	2	99	1	-13
CCCn1c(N)c(N(CCOC)C(=O)c2ccc(Cl)c([N+](=O)[O-])c2)c(=O)[nH]c1=O	-1.3	2	21	11	2	0	-13	98	2	-5
CC(C)Oc1ccc(CCNC(=O)C2CCC(=O)N(Cc3cccc(F)c3)C2)cc1 (stereo not given)	1.2	-4	6	1	-4	2	6	106	-5	4
CC(C)(C)C(=O)Nc1ccc(Oc2ccc3c(c2)C(=O)N(c2ccc(O)cc2)C3=O)cc1	0.7	4	5	-13	-4	-3	-5	93	2	5
Cc1nc2sc3c(c2c(=O)n1NC(=O)CCBr)CCCC3	-1.6	3	2	9	4	-3	-13	93	5	-3
